ERb coact inh: ER-beta (human) coactivator binding inhibition | Q92731 | TR-FRET ER-beta LBD / SRC1-Cy5 peptide binding; receptor agonist-loaded with 1 µM estradiol | inhibition, % at 25.6 µM | hit rate 1.3% among 86,000 | AID 633;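 active = compounds whose percent inhibition of the receptor-coactivator binding signal exceeds about 50% in the single-dose screen, limit read from the data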;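 note: 0% = receptor plus peptide wells without compound and 100% = peptide-only wells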
ERa SRC1 inh: blocks coactivator binding to human estrogen receptor alpha. TR-FRET ER-alpha LBD / SRC-1 peptide, estradiol-bound. inhibition, % at 25.6 µM. hit rate 1.7% among 86,000. AID 629; in the data active = inhibition above about 50%;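 note: 0% = receptor plus peptide control and 100% = peptide only without receptor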
Rev-RRE block: disrupts HIV-1 Rev binding to RRE RNA. inhibition, % at 8 µM. AID 704. P05866. hit rate 0.79% among 97,000. Rev peptide-RRE RNA binding, FRET;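 active = inhibition above the screen-wide mean plus 3 SD, cut at about 35% in these data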;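 note: 0% = median DMSO wells and 100% = median Neomycin B control wells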
Target sequence (P05866 whole entry, looked up): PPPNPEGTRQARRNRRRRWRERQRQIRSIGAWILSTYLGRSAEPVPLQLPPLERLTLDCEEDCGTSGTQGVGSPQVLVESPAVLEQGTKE
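assay system = Cy5-tagged RRE RNA duplex with fluorescein-tagged Rev peptide | incubation = 5 + 15 min at 25 °C | also added = labelled Rev peptide | measure = % inhibition of FRET ratio versus controls | benchmarks = DMSO wells as 0% and neomycin B wells as 100% inhibition | measured by = FRET fluorescence readout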
CD11b adhes enh: increases human CD11b/CD18 adhesion to fibrinogen; activation, % at 10 µM; P05107+P11215; AID 1499; hit rate 0.07% among 93,000; K562 CD11b/CD18 adhesion to fibrinogen, ATPlite luminescence;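 active = 10 µM primary screen giving 50% or more activity, confirmed by 40% or more on retest at that dose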; note: strong numbers were not always called active
PLK1 inh: inhibitors of human PLK1 kinase. P53350. recombinant PLK1 kinase, TR-FRET peptide phosphorylation. inhibition, % at 10 µM. hit rate 0.53% among 97,000. AID 619;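 active = inhibition of 50% or more in the single-concentration screen; inactive = inhibition below 50%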;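 note: 0% = DMSO max control and 100% = H-89 dihydrochloride min control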
Target sequence (P53350 whole entry, looked up): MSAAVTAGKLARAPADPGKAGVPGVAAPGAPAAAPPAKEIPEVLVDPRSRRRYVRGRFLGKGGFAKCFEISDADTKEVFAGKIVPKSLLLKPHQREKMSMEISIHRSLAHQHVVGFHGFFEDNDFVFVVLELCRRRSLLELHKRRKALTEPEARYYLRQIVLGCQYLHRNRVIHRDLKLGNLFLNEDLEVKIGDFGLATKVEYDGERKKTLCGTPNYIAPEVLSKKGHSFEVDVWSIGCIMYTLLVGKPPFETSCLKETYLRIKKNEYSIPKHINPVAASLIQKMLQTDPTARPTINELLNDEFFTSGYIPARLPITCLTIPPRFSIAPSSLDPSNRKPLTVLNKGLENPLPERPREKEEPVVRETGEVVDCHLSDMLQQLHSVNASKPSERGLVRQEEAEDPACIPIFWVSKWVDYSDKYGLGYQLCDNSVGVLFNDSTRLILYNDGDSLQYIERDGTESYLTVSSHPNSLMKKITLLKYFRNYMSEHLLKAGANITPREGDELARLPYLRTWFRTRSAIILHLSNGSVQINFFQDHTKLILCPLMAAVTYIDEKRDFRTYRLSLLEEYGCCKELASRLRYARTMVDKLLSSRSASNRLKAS
Plk1 PBD FP: inhibitors of human Plk1 polo box domain binding. P53350. Plk1 PBD phosphopeptide binding, fluorescence polarization. inhibition, %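 (tested at about 20 µM)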. hit rate 0.13% among 97,000; in the data active = inhibition above about 34%, passing the limit was not always enough
Mac1 fbg inh: blocks human CD11b/CD18 adhesion to fibrinogen. inhibition, % at 10 µM. K562 CD11b/CD18 adhesion to fibrinogen, ATPlite luminescence; Mn2+ added to activate the integrin. hit rate 0.54% among 93,000;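 active = primary inhibition of 50% or more at 10 µM, then 40% or more on retest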; note: some results filed as inactive read as strong as hits
ERa SRC1 pot: enhances coactivator binding to human estrogen receptor alpha | AID 639 | coactivator binding (% of control), % at 25.6 µM | TR-FRET ERalpha-LBD/SRC-Cy5 coactivator binding, 2 h; 100 = basal binding, no effect | hit rate 1.3% among 86,000 | P03372; in the data active = activity above about 200%;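 note: binding measured in presence of low estradiol as agonist stimulus; 0% = peptide alone without receptor and 100% = receptor with peptide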
FAK inh: inhibitors of human focal adhesion kinase. Q05397. biochemical FAK kinase activity assay. inhibition, %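 (tested at 7 µM)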. hit rate 0.84% among 97,000. AID 727; in the data active = inhibition above about 19%;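 note: 0% = DMSO and 100% = reference compound high control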
An asterisk follows results filed as active; x = not tested or not shown; [ ] = dose if it differs, or a comment. Compounds were not picked by outcome; 4.7% or so of the library scored in one or more.

SMILES	ERb coact inh	ERa SRC1 inh	Rev-RRE block	CD11b adhes enh	PLK1 inh	Plk1 PBD FP	Mac1 fbg inh	ERa SRC1 pot	FAK inh
CCOC(=O)Cn1c(N2CCOCC2)nc2c1c(=O)[nH]c(=O)n2C	-4	-5	7	0	-5	-12	-17	120	-3
CCCCNC(=O)c1onc(CSc2ccc(C)c(C)c2)c1C(=O)O	x	x	0	-4	-17	-11	-6	x	0
COCCCNC(=O)c1ccc(CS(=O)(=O)Cc2cccc(C)c2)o1	-6[fluorescence artefact?]	-11[fluorescence artefact?]	2	-4	1	4	2	104	2
COCc1cc(C)nc(OCC(=O)N/N=C/c2ccc(-c3cc([N+](=O)[O-])ccc3C)o2)c1C#N	x	x	2	-2	0	-11	-12	x	8
CCCCCCc1nnc(N)s1	0[fluorescence artefact?]	3	3	-1	-6	13	-35	153	-1
O=C(NC(Cc1ccc2c(c1)OCO2)C(=O)N1CCCC1C(=O)O)c1ccccc1 (stereo not drawn)	-7	-10	3	-2	-9	-17	-2	116	0
CCC(=O)Nc1nc2ccccc2n1Cc1ccc(C)cc1	x	x	2	0	-6	0	-26	x	-3
COc1ccc(CCNC(=O)C2CC(c3cccc([N+](=O)[O-])c3)=NO2)cc1 (stereo not drawn)	x	x	-1	0	-3	-5	-1	x	-5
C=CCn1c(CC#N)nnc1N1CCOCC1	-4	-6	6	2	-14	10	-24	121	9
CCCNC(=O)c1c(N)n(-c2ccc(S(N)(=O)=O)cc2)c2nc3ccccc3nc12	x	x	2	1	-9	0	3	x	-3
COc1nc(NCCN2CCOCC2)nc(Nc2ccccc2)n1	24	4	5	-3	-6	5	3	97	0
C=CCn1c(SCc2ccc(OC)cc2)nnc1-c1cccnc1	-5[fluorescence artefact?]	7	1	-6	-6	29	5	131	-1
COc1ccccc1CN=Cc1[nH]c2ccc(Br)c(Cl)c2c1O	13	10[fluorescence artefact?]	87*[fluorescence artefact?]	-1	-21	-134	-10	96[fluorescence artefact?]	2
O=C(COc1ccc(S(=O)(=O)N2CCCC2)cc1)NCc1ccco1	42[fluorescence artefact?]	25	2	8	-11	7	1	82[fluorescence artefact?]	-1
Cc1nc2ccccc2c2oc(C(=O)N3CCc4ccccc4C3)cc12	-6	6	2	28	-8	-22	9	88	-1
CC1(C)CC(=O)C(C(c2ccncc2)C2C(=O)CC(C)(C)CC2=O)C(=O)C1	-5	-9	3	-2	4	-16	-10	113	-2
CS(=O)(=O)N(CC(=O)NC1CCCC1)Cc1ccc(Cl)cc1	-12	-5	-2	3	-11	-18	3	108[fluorescence artefact?]	-1
Cc1cccc(-c2c3c(=O)n(C)c(=O)n(C)c3c3nnc4ccccc4n23)c1	x	x	49*	x	0	0	x	x	3
O=C(O)c1ccccc1NCN1C(=O)C2CC=C(Cl)CC2C1=O (stereo not drawn)	8	0	9	-3	14	9	0	110[fluorescence artefact?]	1
COc1ccc(N2CCN(Cc3nc4c(c(=O)n(C)c(=O)n4C)n3C(C)C(C)=O)CC2)cc1 (stereo not drawn)	1	5[fluorescence artefact?]	4	-4	-7	-4	2	99	3
CCCOC(=O)c1ccc(Cl)c(NC(=O)c2ccc(-c3ccccc3)cc2)c1	x	x	4	x	-11	12	x	x	-4
O=C(c1ccc(F)cc1)c1c[nH]c(C(=O)NCc2ccco2)c1	x	x	1	-5	-1	-5	-4	x	0
COc1ccc(OC2C(=O)N(Cc3ccc4c(c3)OCO4)C2c2cccs2)cc1 (stereo not drawn)	x	x	12	1	-8	-5	-16	x	3
CCCCC(=O)NC(=S)NNC(=O)CC#N	-24	-7	6	0	-24	-2	2	123	0
Cn1c2c(c(=O)n(C)c1=O)C(C(F)(F)F)(C(F)(F)F)N=C(c1ccccc1Cl)N2	x	x	4	-4	-2	22	13	x	1
Further entries follow.
SMILES	ERb coact inh	ERa SRC1 inh	Rev-RRE block	CD11b adhes enh	PLK1 inh	Plk1 PBD FP	Mac1 fbg inh	ERa SRC1 pot	FAK inh
Cc1onc(-c2ccccc2Cl)c1C(=O)Nc1cccc(-c2cn3cccnc3n2)c1	5	-1	3	10	-19	-21	-36	93[fluorescence artefact?]	1
O=C(c1csc(Nc2ccccc2Cl)n1)N1CCCC1	-4	-5	7	0	7	-16	-4	117[fluorescence artefact?]	3
CC(C)(C)n1ncc2c(=O)n(CC(=O)Nc3ccccc3)cnc21	15	10	2	-3	-6	1	1	109[fluorescence artefact?]	8
C=CCO/N=C(/C)c1c(O)c(CC)c(-c2ccccc2)n(-c2ccccc2)c1=O	-9	0	6	x	-10	10	x	115	2
COc1cccc(NC(=O)C2CCCN2C(=O)Nc2ccccc2F)c1 (stereo not drawn)	-8	0	1	5	-14	-12	1	114	-11
CC(C)c1nc(SCC(=O)Nc2cccc(C(F)(F)F)c2)c2c(=O)n(C)c(=O)n(C)c2n1	-4	5	3	x	-19	-5	x	112	1
O=C(N/N=C/c1cccc(F)c1)c1cc(-c2ccco2)nc2ccccc12	x	x	-144	10	-5	18	-4	x	68*
O=c1cc(CSc2nnc(-c3ccccc3)o2)c2ccccc2[nH]1	x	x	5	x	-13	-2	x	x	2
CC(CN1CCOCC1)OC(=O)c1ccc2c(c1)OCCO2 (stereo not drawn)	-4	-5	6	-1	-6	-10	-13	98	1
O=C(OCc1ccccc1)c1ccc2c(c1)-c1ccccc1C2=O	x	x	10	0	-1	-6	-48	x	2
N/C(=N\OC(=O)Oc1ccccc1)c1ccc(Br)cc1	3[fluorescence artefact?]	3[fluorescence artefact?]	4	-4	-7	-4	-7	115	-4
COc1ccc(S(=O)(=O)N2CCCC2C(=O)NCc2cccs2)cc1 (stereo not drawn)	7	6	-4	-1	-7	-1	-25	107	3
Cc1occc1-c1nnc(SCC(=O)N2CC(=O)Nc3ccccc32)n1CC(C)C	-1	2	3	-5	-7	4	2	111	-2
CC(NC(=O)OCc1ccccc1)C(=O)NCC1CCCO1 (stereo not drawn)	0	-5	7	-3	-14	-12	8	110	-1
Cc1cc(C)n2nc(C(=O)Nc3ccc(N4CCOCC4)cc3)nc2n1	25	6[fluorescence artefact?]	1	3	16	-7	-4	82[fluorescence artefact?]	4
COc1ccc(Cl)cc1C(=O)n1nc(C)cc1C	0	-2	8	-6	6	-14	-1	91	-2
COc1cc2cc(CN(Cc3ccc4c(c3)OCO4)C(=O)c3ccco3)c(=O)[nH]c2cc1OC	6	7	8	x	-12	4	x	103[fluorescence artefact?]	0
CC(C)c1[nH]nc2c1C(c1cccs1)C(C#N)=C(N)O2 (stereo not drawn)	14	3	5	x	-2	-17	x	108	2
CCOC(=O)c1c(C)[nH]c(C(=O)COC(=O)CCC2CCCC2)c1C	x	x	14	24	-10	-20	-3	x	-2
O=C(OCCN(C1=NS(=O)(=O)c2ccccc21)c1ccccc1Cl)c1ccc(Cl)cc1	-1	0	19	2	-11	-14	15	127[fluorescence artefact?]	0
COc1cc2cc(CN(C(=O)Nc3ccccc3)C3CCCC3)c(=O)[nH]c2cc1OC	-6	-7	8	1	-6	7	6	129	-1
CC(C)CCNC(=O)CN(C)S(=O)(=O)c1cccc2nsnc12	1[fluorescence artefact?]	-1[fluorescence artefact?]	-1	-4	-2	15	-3	94	-1
CC(=O)Nc1ccc(S(=O)(=O)NCC2CCC(C(=O)NCCCN3CCCC3=O)CC2)cc1 (stereo not drawn)	2	-7	x	3	x	x	-11	105[fluorescence artefact?]	x
CCNC(=S)NN=C1CCC(C(C)(C)C)CC1 (stereo not drawn)	x	x	8	-2	-13	2	5	x	3
Nc1c(S(=O)(=O)c2cccs2)c2nc3ccccc3nc2n1CCc1ccccc1	x	x	18	-1	-14	14	7	x	0

Laid out differently: results already given.
ERb coact inh	ERa SRC1 inh	Rev-RRE block	CD11b adhes enh	PLK1 inh	Plk1 PBD FP	Mac1 fbg inh	ERa SRC1 pot	FAK inh	structure
x	x	10	0	-1	-6	-48	x	2	O=C(OCc1ccccc1)c1ccc2c(c1)-c1ccccc1C2=O
3[fluorescence artefact?]	3[fluorescence artefact?]	4	-4	-7	-4	-7	115	-4	N/C(=N\OC(=O)Oc1ccccc1)c1ccc(Br)cc1
7	6	-4	-1	-7	-1	-25	107	3	COc1ccc(S(=O)(=O)N2CCCC2C(=O)NCc2cccs2)cc1 (stereo not drawn)
-1	2	3	-5	-7	4	2	111	-2	Cc1occc1-c1nnc(SCC(=O)N2CC(=O)Nc3ccccc32)n1CC(C)C
0	-5	7	-3	-14	-12	8	110	-1	CC(NC(=O)OCc1ccccc1)C(=O)NCC1CCCO1 (stereo not drawn)
25	6[fluorescence artefact?]	1	3	16	-7	-4	82[fluorescence artefact?]	4	Cc1cc(C)n2nc(C(=O)Nc3ccc(N4CCOCC4)cc3)nc2n1
0	-2	8	-6	6	-14	-1	91	-2	COc1ccc(Cl)cc1C(=O)n1nc(C)cc1C
6	7	8	x	-12	4	x	103[fluorescence artefact?]	0	COc1cc2cc(CN(Cc3ccc4c(c3)OCO4)C(=O)c3ccco3)c(=O)[nH]c2cc1OC
14	3	5	x	-2	-17	x	108	2	CC(C)c1[nH]nc2c1C(c1cccs1)C(C#N)=C(N)O2 (stereo not drawn)
x	x	14	24	-10	-20	-3	x	-2	CCOC(=O)c1c(C)[nH]c(C(=O)COC(=O)CCC2CCCC2)c1C
-1	0	19	2	-11	-14	15	127[fluorescence artefact?]	0	O=C(OCCN(C1=NS(=O)(=O)c2ccccc21)c1ccccc1Cl)c1ccc(Cl)cc1
-6	-7	8	1	-6	7	6	129	-1	COc1cc2cc(CN(C(=O)Nc3ccccc3)C3CCCC3)c(=O)[nH]c2cc1OC

More results:
SMILES	ERb coact inh	ERa SRC1 inh	Rev-RRE block	CD11b adhes enh	PLK1 inh	Plk1 PBD FP	Mac1 fbg inh	ERa SRC1 pot	FAK inh
CCCNc1ncnc2c1cnn2-c1ccc(OC)cc1	-4[fluorescence artefact?]	-3[fluorescence artefact?]	4	x	-1	7	x	118	-2
COC(=O)C1=C(C)N=C2SC(C#N)=C(N)N2C1c1ccc(OC)cc1 (stereo not drawn)	x	x	1	2	-8	-5	11	x	1
COc1ccc(C(=O)Nc2ccccc2C(=O)NC(C(=O)NCc2ccco2)C(C)C)cc1 (stereo not drawn)	39[fluorescence artefact?]	40[fluorescence artefact?]	2	-2	-29	-21	14	242*[fluorescence artefact?]	17
O=S(=O)(c1ccccc1)n1nc(-c2ccccc2)nc1NCc1ccco1	2	1	11	0	-6	-11	1	112	-2
COc1ccc(S(=O)(=O)NN=C2CCCC2)cc1	x	x	4	x	-16	-7	x	x	0
CCOC(=O)CN(C#N)c1nc(C)cc(C)n1	x	x	7	-3	-3	10	-20	x	0
C/C(Cl)=C\Cn1c(N2CCCC2)nc2c1c(=O)[nH]c(=O)n2C	-8[fluorescence artefact?]	-1	6	6	2	-6	-5	106[fluorescence artefact?]	1
CCc1nnc(NC(=O)[C@@H]2CCCN2S(=O)(=O)c2ccc3c(c2)OCCO3)s1	11[fluorescence artefact?]	4[fluorescence artefact?]	-4	-5	-16	-34	-8	98	-9
